ASM inhibitor: Inhibitors of Secretory Acid Sphingomyelinase (S-ASM): qHTS; placental ASM, HMU-PC fluorogenic substrate, 60 min; Potency, µM (top dose mostly 57.5 µM), without a hit: at the top dose activity change, negative = inhibition, actives largely listed as inhibitors; AID 504937, 2011; 340,000 compounds, 0.006% hits; Sphingomyelin phosphodiesterase (Homo sapiens), P17405; note: potency is the fitted concentration of half-maximal effect
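qHTS format. ASM enzyme prepared from human placenta hydrolyses the fluorogenic substrate HMU-PC0 (9 uM final) over 60 min at 37 °C after a 10 min compound preincubation.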
KCNH2 3.1 block: qHTS for Inhibitors of KCHN2 3.1: Mutant qHTS; U2OS KCNH2 3.1, thallium flux FluxOr; stronger effect = lower value; activity change, % (tested at about 1.8 µM); 340,000 compounds, 0.95% hits; Potassium voltage-gated channel subfamily H member 2, brain isoform KCNH2 3.1 (human);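 active = maximum activity change below -70%; inconclusive = maximum activity change from -70% to -50%; inactive = maximum activity change above -50%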;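 note: thallium influx rate constant from kinetic fluorescence after stimulation buffer; % is set by controls: 0 for no effect and ±100 for the full control effect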
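Thallium flux via FluxOr fluorescence (Red40 quencher, 45 min loading) in U2OS cells virally expressing the KCNH2 3.1 isoform (1.77 x 10^8 /mL virus, overnight at 37 C). Rate constants from 2-min kinetic reads post-stimulation, normalised to positive and negative controls.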
FBPA coupling cs: qHTS Assay for Inhibitors of Fructose-1,6-bisphosphate Aldolase from Giardia Lamblia: Coupling assay counterscreen; 290,000 compounds, 0.67% hits; activity change, negative = inhibition, % at 58.2 µM, hits read low; coupling enzyme system counterscreen, AmpLite Red fluorescence; AID 2472, 2010; in the data active = activity change below about -30%; note: % is set by controls: 0 for no effect and ±100 for the full control effect
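Counterscreen of the coupled detection system alone, without aldolase: glyceraldehyde-3-phosphate coupling enzymes plus AmpLite Red readout. Compounds at 57.5 uM final, 10 min RT preincubation, 20 min RT reaction, fluorescence 525/598 nm.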
MBNL1-CUG inh: qHTS Assay for Inhibitors of MBNL1-poly(CUG) RNA binding; Muscleblind-like protein 1 (Homo sapiens), Q9NR56; TR-FRET MBNL1-His/biotin-(CUG)12 binding, 665/545 ratio; Potency, µM (top dose mostly 57.5 µM), for the others: top-dose activity change, negative = inhibition, hits mostly inhibitors; 280,000 compounds, 0.036% hits; AID 2675, 2010; active = well fitted inhibition curve with a large enough effect in the signal ratio, with a control signal flat, not every such curve was filed as active; inconclusive = small, poorly fitted or top-dose-only effect, or effect the other way, or a change in a side signal; inactive = no such curve, though single readings can be large or run the other way; the % refers to the signal ratio; note: potency is the fitted concentration of half-maximal effect; % is set by controls: 0 for no effect and ±100 for the full control effect
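MBNL1-His + Biotin-(CUG)12, cpd titration 92 nM–58 uM; Tb anti-His Ab 0.055 ng/ul, SA-XL665 5 nM (final); 60 min RT; ratiometric 665/545 nm, Ex 340 nm; normalized to buffer and full-complex controls.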
a7 integrin act: qHTS for Activators of Integrin-Mediated Alleviation for Muscular Dystrophy; Potency, µM (series often up to 38.3 µM), without a hit: top-dose activation, usual class: activators; alpha7betagal myoblasts, beta-gal FDG fluorescence, 48 h; 350,000 compounds, 0.064% hits;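 note: potency is the fitted concentration of half-maximal effect; 100% = response of the positive control SU9516; nearly all actives have a fitted effect of over 60% in size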
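alpha7betagal+/- myoblasts (passage 13, 250/well) treated 48 h at 37C with compounds at 1:260 dilution of DMSO stock. Lysed, then beta-galactosidase activity read as FDG fluorescence (ex 480/em 540) after 30 min, with pre-read for autofluorescence.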
TRPV1 ag: HTS Assay for Compounds that Act as Agonists of the Vanilloid Receptor 1 | TRPV1-expressing cells, Fluo-8 calcium influx, agonist mode | AID 540275, 2011 | Transient receptor potential cation channel subfamily V member 1 (Homo sapiens), Q8NER1 | activation, % at 8.33 µM | 320,000 compounds, 0.19% hits; in the data active = activation above about 80%; inconclusive = between about 30% and that limit; note: 0% is about no effect
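TRPV1-expressing cells were cultured overnight at 35.5C and loaded with Fluo-8 calcium dye for 40 to 90 min at room temperature. After a 10 s baseline, compound was added and calcium influx was read kinetically for 3 min (ex 480/em 520 nm).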
hERG WT inh: qHTS for Inhibitors of KCHN2 3.1: Wildtype qHTS; 340,000 compounds, 0.37% hits; activity change, % at 1.84 µM; U2OS, BacMam KCNH2, thallium flux FluxOr; stronger effect = lower value; Voltage-gated inwardly rectifying potassium channel KCNH2 (Homo sapiens), Q12809;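 active = maximum activity change below -70%; inconclusive = maximum activity change between -70% and -50%; inactive = maximum activity change above -50%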; note: % is set by controls: 0 for no effect and ±100 for the full control effect
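U2OS cells transduced with wild-type KCNH2 virus are loaded with FluxOr dye for 45 min, and thallium flux is measured in kinetic reads before and after stimulation buffer. Rate constants are normalized to DMSO controls.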
A-T KAP1 phos: qHTS Assay for Identifying a Potential Treatment of Ataxia-Telangiectasia | […] A-T fibroblasts, KAP-1 phosphorylation AlphaLISA; neocarzinostatin DNA damage 30 min before lysis | Potency, µM (top dose mostly 57.5 µM), for inactives: at the top dose activation, usual class: activators | 320,000 compounds, 0.19% hits; note: potency is the fitted concentration of half-maximal effect; % of control where 0% means no effect; nearly all actives have a fitted effect of over 45% in size
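ATM-like activity read as KAP-1 phosphorylation via AlphaLISA donor/acceptor antibody pairs after lysis and 6 hr at 25C. Cells were ATM-null patient fibroblasts ([…], hTERT), dosed 60 min, then exposed to the DSB inducer NCS for 30 min.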
GALK inh: qHTS Assay for Inhibitors of Human Galactokinase (GALK); 270,000 compounds, 0.007% hits; Potency, µM (doses to about 57.5 µM), for the others: at the top dose activity change, negative = inhibition, hits mostly inhibitors; Purified GALK, Kinase-Glo residual ATP luminescence; P51570; note: potency is the fitted concentration of half-maximal effect; % is set by controls: 0 for no effect and ±100 for the full control effect
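Luminescence from leftover ATP (Ultra-Glo luciferase/luciferin) served as read-out after a 1 h room-temperature reaction of 5 nM GALK with 35 uM ATP and 100 uM galactose.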
MLL CXXC-DNA inh: qHTS Fluorescence Polarization Assay for Inhibitors of MLL CXXC domain - DNA interaction. Histone-lysine N-methyltransferase 2A (Homo sapiens), Q03164. MLL-CXXC / FITC-HOXA9 DNA fluorescence polarization. Potency, µM (titrated, usually from 115 µM), without a hit: top-dose activity change, negative = inhibition, actives largely listed as inhibitors. 290,000 compounds, 0.037% hits; active = well fitted inhibition curve with a large enough effect in the polarisation, with a control signal flat, not every such curve was filed as active; inconclusive = small, poorly fitted or top-dose-only effect, or effect the other way, or a change in a side signal; inactive = no such curve, though single readings can be large or run the other way; the % refers to the polarisation; note: potency is the fitted concentration of half-maximal effect
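Fluorescence polarization: 7 uM MLL-CXXC (stock) preincubated 5 min with compounds, then 50 nM fluorescein-HOX-A9 DNA (stock) added; 30 min ambient. Buffer 50 mM Tris-HCl pH 7.5, 50 mM NaCl, 1 mM DTT, 0.05% BSA.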
The depositor's hits bear a star; ? = inconclusive; nt = no result given; [ ] = remark or other dose. Unless noted, calls come from the whole dose curve; as a rule, active = well fitted curve in the direction sought with a large enough effect; inconclusive = small, poorly fitted or top-dose-only effect, or another doubt; inactive = no such curve, though single readings can be large; an effect the other way counts as inactive or inconclusive.

no.	canonical_smiles	ASM inhibitor	KCNH2 3.1 block	FBPA coupling cs	MBNL1-CUG inh	a7 integrin act	TRPV1 ag	hERG WT inh	A-T KAP1 phos	GALK inh	MLL CXXC-DNA inh
1	CCOC(=O)C1=C(COC(=O)/C=C/c2cc(Br)ccc2F)NC(=O)NC1C (configuration not stated)	-9.9%	-1.2	nt	nt	-41.6%	-2.6	-10.5	3.1%	nt	nt
2	COc1ccc(Cc2nnc(NS(=O)(=O)c3ccc(Cl)cc3)s2)cc1OC	9.8%	-3.6	17.1	-2.2%	19.6%	1.5	-11.2	1.9%	5.8%	4.3%
3	Cc1ccc(-n2cc(C(=O)c3ccccc3O)cn2)cc1	4.2%	-3.6	-1.8	5.4%	12.4%	25.9	-11.7	1.7%	2.4%	-1.5%
4	Cc1nc([N+](=O)[O-])c(Sc2nc3ccc([N+](=O)[O-])cc3[nH]2)n1Cc1ccccc1	-0.7%	-3.5	2.6	?	-64.0%[inhibitor]	8.9	11.8	4.6%	0.0%	6.9%
5	O=C(NC(=S)Nc1ccccc1N1CCCC1)c1ccc([N+](=O)[O-])cc1	-4.0%	-24.4	-7.1	nt	-20.6%	8.5	-9.7	nt	1.3%	-0.4%
6	Cc1ccc(NC(=O)c2cccnc2)cc1S(=O)(=O)N(C)C	1.4%	8.9	0.0	-0.9%	2.3%	1.2	-2.7	8.6%	-2.2%	3.7%
7	Cn1c(=O)cc(SCC(=O)N2CCCC2)c2ccc(Cl)cc21	-3.2%	1.4	2.4	16.5%	-1.7%	20.2	-1.0	0.7%	-0.2%	0.1%
8	CN1CCC(N(C)C(=S)NC(=O)c2cc(-c3cccc(Br)c3)nc3ccccc23)CC1	1.9%	1.7	1.9	5.0%	-1.1%	-0.2	-0.8	-1.2%	-1.0%	6.4%
9	Cn1nnnc1SCC(=O)Nc1ncc(C(F)(F)F)cc1Cl	0.0%	-3.8	nt	nt	8.2%	nt	-12.0	9.9%	nt	nt
10	Cc1nn(-c2ccccc2)c(Cl)c1/C=N/NC(=O)c1ccccc1F	-4.2%	1.4	0.4	-3.2%	-17.7%	23.2	0.5	-42.3%	3.8%	-2.7%
11	CC/C(=C/c1sc2ccc(C)cc2[n+]1CCCS(=O)(=O)[O-])SC	12.1%	9.6	0.5	-5.9%	-15.1%	-2.1	2.2	-4.9%	0.7%	9.5%
12	COc1ccc(-c2cc(C)no2)cc1S(=O)(=O)N1CCN(C(=O)c2ccco2)CC1	-0.4%	15.5	nt	-11.0%	-14.5%	-1.1	-3.2	4.9%	4.7%	21.2%
13	O=S(=O)(Nc1ccccc1Cl)c1ccc(NS(=O)(=O)c2cccs2)cc1	-0.6%	-13.5	9.1	-4.6%	0.0%	0.7	4.6	0.1%	5.9%	1.7%
14	Cc1cccc(NC(=O)Nc2nnc(N3CCCCC3C)s2)c1C (configuration not stated)	0.9%	5.7	2.0	10.3%	-2.3%	-1.2	-8.2	3.3%	3.9%	-7.3%
15	COC(=O)C(NNc1ccc(F)cc1)(NC(=O)c1ccccc1)C(F)(F)F (configuration not stated)	-3.8%	-8.9	1.5	2.5%	-20.1%	-1.3	-14.7	-0.8%	0.0%	5.4%
16	O=C(COC(=O)c1ccc([N+](=O)[O-])s1)Nc1ncc(C(F)(F)F)cc1Cl	1.3%	-17.3	-11.9	?	-21.2%	4.0	6.1	-4.7%	-5.2%	13.2%
17	O=C(O)c1cccc(NC(=S)N/N=C/c2cccc(O)c2)c1	0.6%	10.8	0.7	?	-14.6%	-12.0	4.1	9.6%	3.3%	-7.8%
18	N#Cc1c(N)nc2c(c1-c1ccc(F)cc1)CCC2	353.9%[activator]	2.0	4.9	4.3%	-3.4%	-13.5	2.6	5.0%	4.2%	4.3%
19	COc1ccc(CCNC(=O)C2CCC(=O)N2Cc2ccccc2Cl)cc1OC (configuration not stated)	4.2%	-15.6	3.0	-5.1%	14.5%	-2.8	-7.1	-5.9%	2.3%	25.6%
20	Cn1nc(-c2ccc(N3CCOCC3)c(NS(=O)(=O)c3ccc(Cl)cc3)c2)c2ccccc2c1=O	-8.7%	3.6	-5.5	9.6%	5.4%	4.3	-41.8	-1.0%	-1.6%	13.4%
21	COc1ccc(NC(C)=O)cc1CNC(=O)COc1ccccc1C(=O)Nc1cccc(C)c1C	-2.2%	-15.6	-0.7	-0.3%	16.9%	-0.4	-1.0	10.0%	-0.4%	-7.1%
22	Cc1ccc(S(=O)(=O)N2CCC(=O)N(CCOC(=O)Nc3ccc(F)cc3)CC2)cc1	-0.8%	1.2	-0.3	7.3%	3.1%	24.7	5.9	-6.5%	nt	9.6%
23	O=S(=O)(Nc1ccc(Br)cn1)c1cccs1	5.5%	-2.6	-1.0	6.7%	-1.1%	-1.5	0.4	2.0%	-0.9%	-4.2%
24	O=C(CCN1C(=O)C2CCCCC2C1=O)Nc1nc(-c2ccc(F)c(F)c2)cs1 (configuration not stated)	-4.2%	0.1	0.4	7.8%	-11.9%	2.5	7.4	1.0%	0.2%	-1.5%
25	Cc1sc2ncnc(NCCCN3CCCC3=O)c2c1C	2.9%	2.8	-0.4	-1.8%	0.0%	-0.5	-8.3	-21.8%	-2.6%	-0.6%
26	CCC(C)NC(=O)C1CCN(S(=O)(=O)N2CCOCC2)CC1 (configuration not stated)	-2.3%	18.6	1.5	-4.2%	0.0%	1.7	nt	1.4%	4.8%	19.4%
27	O=C(NCC(c1cccnc1)N1CCN(c2ccc(F)cc2)CC1)c1ccco1 (configuration not stated)	6.7%	-1.4	2.7	-2.6%	-0.7%	-1.6	9.7	2.6%	-0.2%	-1.7%
28	COC(=O)c1cccc(NC(=O)c2ccc3c(c2)C(=O)N(Cc2cccnc2)C3=O)c1	-2.5%	5.6	nt	?	?	9.1	5.1	3.9%	-3.1%	-6.8%
29	CN1CCc2c(sc(NC(=O)c3cc(Cl)sc3Cl)c2C(N)=O)C1	8.0%	-2.4	-9.6	-5.0%	-40.2%	13.6	-6.8	?	nt	nt
30	COc1ccc(C(=O)CSc2nnc(-c3ccco3)c(-c3ccco3)n2)cc1	-8.7%	34.6	-4.7	18.5%	22.7%	0.6	-6.2	-1.1%	1.2%	-4.2%
31	c1ccc2c(c1)Cn1nc(Cc3nc4c(s3)CCCC4)nc1-2	-2.8%	-9.0	-0.1	?	4.5%	-0.2	-3.1	8.2%	3.9%	-2.3%
32	O=C(Cc1ccc(F)cc1)Nc1cccc(-c2ccc3nncn3n2)c1	-1.8%	-1.7	2.4	?	6.7%	-1.0	-0.3	3.2%	5.1%	2.0%
33	Cc1cc(C(=O)NNC(=S)Nc2cccc(C(F)(F)F)c2)nn1C	-1.5%	-12.3	nt	-8.7%	-19.9%	-2.4	-6.8	-1.7%	4.3%	18.1%
34	S=c1[nH]nc(-c2ccc3ccccc3n2)n1-c1ccc2ncccc2c1	1.5%	-5.8	5.6	?	12.2%	-1.6	13.9	8.6%	-0.6%	12.2%
35	COc1ccc(S(=O)(=O)N(C)C)cc1NC(=O)c1ccc(OCC(=O)N2CCOCC2)c(OC)c1	-0.2%	-11.1	nt	nt	1.9%	-0.5	-15.1	7.3%	nt	nt
36	O=C(Nc1ccccc1-c1ccccc1)c1ccccc1Br	-1.0%	2.9	1.6	2.4%	-4.4%	7.7	7.4	3.1%	-0.3%	-1.0%

Compound activity: PubChem, National Center for Advancing Translational Sciences (NCATS)
